Assay outcomes (PubChem)
MRP reversal – reversal of MRP1-mediated doxorubicin resistance, primary screen, H69AR cells, doxorubicin co-treatment. H69AR cells + 2 uM doxorubicin, CellTiter-Glo, 72 h. differential viability (reversal), % at 10 µM. hit rate 0.04% among 85,000;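 active = viability drop by adding the cancer drug above about 55%, with treated viability meeting a 40% cutoff, limit read from the data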;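 note: viability without doxorubicin minus viability with 2 µM doxorubicin for each compound; larger differential means the compound sensitizes cells more to doxorubicin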
PLAP inhibition – PLAP enzyme inhibitors, biochemical, luminescence, HTS (AID 690); Alkaline phosphatase, placental type (Homo sapiens); purified PLAP, luminescent substrate; higher % means a stronger effect; inhibition, % at 20 µM, or IC50 in µM where a hit was titrated; hit rate 0.08% among 96,000; in the data active = a potency from the dose series; inactive = the rest, 99 in 100 with inhibition below about 30%; note: strong numbers were not always called active
IL1B NFkB pot – enhancers of NFkB p65 translocation in HUVEC – imaging, IL-1B stimulus, high-content imaging, primary screen; HUVEC IL-1B NFkB p65 nuclear translocation imaging; activation, % at 2 µM; hit rate 0.3% among 94,000; AID 819, 2007;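 active = activation above 40%, about the mean plus 3 SD, also judged a hit on visual image review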;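 note: percent activation is computed from the nuclear over cytoplasmic p65 intensity ratio; values of inactives mirror those of a sister screen read the other way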
Bcl-B displacement – displacers of TR3 peptide from Bcl-B, primary screen, selectivity assay for Bfl-1 inhibitor project, biochemical, fluorescence polarization. Bcl-2-like protein 10 (Homo sapiens). FP displacement of FITC-TR3 peptide from Bcl-B; higher % means a stronger effect. displacement, % at 20 µM, or IC50 in µM where a hit was titrated. hit rate 0.11% among 96,000. AID 748, 2007;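 active = displacement above 50% at 20 µM plus a fluorescence interference ratio under 1.5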;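 note: plate controls were wells without compound for no effect and wells lacking Bcl-B protein for full effect; a part of the inactive calls stands beside numbers as strong as those of hits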
NFkB transloc inh – inhibitors of IL-1B driven NFkB p65 nuclear import, primary screen, imaging, HUVEC, IL-1B stimulus, high-content imaging; HUVEC IL-1B NFkB p65 nuclear translocation imaging; inhibition, % at 2 µM; hit rate 0.43% among 94,000; AID 796, 2007;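 active = inhibition above about 30% together with a positive call from visual inspection of the well image, limit read from the data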;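 note: nuclear over cytoplasmic p65 intensity ratio measured by imaging; 0% = IL-1B stimulated DMSO wells and 100% = unstimulated DMSO wells; values of inactives mirror those of a sister screen read the other way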
MRP reversal cytotoxicity – further read-out of MRP reversal, marked with its call; viability, %; H69AR cells, CellTiter-Glo, 72 h; measured here: cytotoxicity without doxorubicin
MRP reversal with doxorubicin – second read-out of MRP reversal, no call of its own (marks repeat the call); viability, %; measured here: viability with 2 uM doxorubicin; active compounds read low
NFkB transloc inh cell count 2 µM – also measured in NFkB transloc inh; calls as there; cell count; measured here: cells passing quality filter;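 raw number of nuclei counted in each imaged well without normalization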
IL1B NFkB pot cell count 2 µM – also measured in IL1B NFkB pot; calls as there; cell count; measured here: cells passing quality filter
Numbers without * were called inactive; nt = not tested or not shown. The list is partial, so the mix of outcomes need not match the whole.

#1 CCOc1ccc(Br)cc1S(=O)(=O)Nc1ccccc1N1CCOCC1
#2 Cc1ccc(NC(=O)COc2ccc(-n3ccnc3)cc2)cc1Cl
#3 Cc1ccc(Oc2ccccc2/C=C/C(=O)O)cc1
#4 Cc1ccc(-c2nc(C3CCN(S(=O)(=O)c4ccc(C(C)(C)C)cc4)CC3)no2)cc1
#5 CCN(CC)CCn1c(=S)[nH]c2cc(Cl)ccc2c1=O
#6 Cc1[nH]c2ccccc2c1/C=N/Nc1nc(Nc2ccc(F)cc2)nc(N2CCOCC2)n1
#7 C=CCNc1nnc(Cl)c2ccccc12
#8 CCn1nc(C)c(NC(=O)/C=C/c2cnn(C)c2C)c1C
#9 CCOC(=O)c1c(C)[nH]c(C)c1C(=O)COC(=O)CCOc1ccccc1OC
#10 Cc1nn(C(C)CC(=O)O)c(C)c1C (configuration not stated)

assay / entry,1,2,3,4,5,6,7,8,9,10
MRP reversal,-17,0,nt,nt,13,nt,nt,nt,-6,5
MRP reversal cytotoxicity,69,101,nt,nt,105,nt,nt,nt,75,98
MRP reversal with doxorubicin,85,101,nt,nt,92,nt,nt,nt,81,93
PLAP inhibition,-61%,-33%,11%,-6%,-38%,-21%,4%,16%,-34%,7%
IL1B NFkB pot,4,nt,nt,-15,-14,-1,-2,6,5,24
IL1B NFkB pot cell count 2 µM,117,nt,nt,176,137,146,114,172,137,206
Bcl-B displacement,-9%,-9%,0%,10%,-12%,0%,-1%,4%,6%,-11%
NFkB transloc inh,-4,nt,nt,15,14,0,2,-6,-5,-24
NFkB transloc inh cell count 2 µM,117,nt,nt,176,137,146,114,172,137,206

#11 CCCC(=O)Nc1ccc(C(=O)NCC(=O)OCC)cc1
#12 Cc1cc(-c2cccnc2)c(C#N)c(SCc2cccc(F)c2)n1
#13 CCOC(=O)COc1ccc2c(c1)C(=O)CC1(CCCCC1)O2
#14 Cc1ccc(-c2nnn(CC(=O)N(CC(=O)NC3CCCCC3)c3ccc(F)c(Cl)c3)n2)o1
#15 Cc1c(NS(=O)(=O)c2ccc3[nH]c(=O)[nH]c3c2)c(=O)n(-c2ccccc2)n1C
#16 COc1ccc(Cl)cc1C(=O)NCc1cnn(C)c1C
#17 COc1ccc(S(=O)(=O)N2CCSC2c2ccccc2)cc1 (configuration not stated)
#18 CCC(c1c(C)[nH]oc1=O)c1c(C)[nH]oc1=O
#19 CCC(Sc1ccc2nnc(-c3ccc(OC)c(OC)c3)n2n1)C(=O)O (configuration not stated)
#20 CCOc1cc(C(=O)Nc2cc(=O)n(C)c(=O)n2C)cc(OCC)c1OCC

assay / entry,11,12,13,14,15,16,17,18,19,20
MRP reversal,2,nt,-5,-9,-2,3,-13,4,-5,4
MRP reversal cytotoxicity,94,nt,88,8,90,98,60,92,94,101
MRP reversal with doxorubicin,92,nt,93,17,92,95,73,88,98,98
PLAP inhibition,5%,9%,8%,nt,14%,nt,0%,20%,-12%,-25%
IL1B NFkB pot,-15,13,-1,17,4,-4,13,16,2,7
IL1B NFkB pot cell count 2 µM,155,172,151,132,148,129,159,84,79,166
Bcl-B displacement,-6%,-9%,13%,nt,-9%,nt,-2%,-13%,-2%,-2%
NFkB transloc inh,15,-18,1,-16,-4,4,-13,-16,-2,-7
NFkB transloc inh cell count 2 µM,155,110,151,132,148,129,159,84,79,166

#21 CN1/C(=C/C2CC(=O)NC2=O)C(C)(C)c2ccccc21 (configuration not stated)
#22 CCC1Oc2ccccc2N(CC(=O)NCCCN2CCN(Cc3ccccc3)CC2)C1=O (configuration not stated)
#23 COCCNC(=O)C(OC(=O)CC1Sc2ccccc2NC1=O)c1ccccc1 (configuration not stated)
#24 Cc1ccc2c(c1)c1cccc3c1n2CCN3CCC(N)=O
#25 Cc1nc2sc(C(c3ccco3)N3CCc4ccccc4C3)c(O)n2n1 (configuration not stated)
#26 CC(C)(C)c1ccc(C(=O)Nc2ccc(CC(=O)O)cc2)o1
#27 O=C(Cn1c(-c2ccccn2)nc2ccccc21)NCCN1CCOCC1
#28 COc1ccc(-n2nnc3c(SCc4ccccc4)ncnc32)cc1
#29 CCC(NS(=O)(=O)c1ccc(OC)cc1)C(=O)O (configuration not stated)
#30 NC1=NC(c2ccc(Cl)cc2)n2c(nc3ccccc32)N1 (configuration not stated)

assay / entry,21,22,23,24,25,26,27,28,29,30
MRP reversal,-4,20,-11,26,-10,2,-6,4,17,1
MRP reversal cytotoxicity,99,97,80,95,86,92,90,79,96,96
MRP reversal with doxorubicin,103,77,91,69,96,89,95,75,79,95
PLAP inhibition,-41%,-49%,nt,-37%,nt,-5%,-24%,3%,-8%,-74%
IL1B NFkB pot,-1,nt,30,0,5,-4,13,18,-8,26
IL1B NFkB pot cell count 2 µM,56,nt,136,160,102,73,88,85,158,136
Bcl-B displacement,-4%,2%,nt,-17%,nt,2%,16%,0%,-1%,-2%
NFkB transloc inh,5,nt,-30,0,-5,4,-13,-18,8,-26
NFkB transloc inh cell count 2 µM,131,nt,136,160,102,73,88,85,158,136

Not a retest: 11 of the compounds above.
#19 CCC(Sc1ccc2nnc(-c3ccc(OC)c(OC)c3)n2n1)C(=O)O (configuration not stated)
#20 CCOc1cc(C(=O)Nc2cc(=O)n(C)c(=O)n2C)cc(OCC)c1OCC
#21 CN1/C(=C/C2CC(=O)NC2=O)C(C)(C)c2ccccc21 (configuration not stated)
#22 CCC1Oc2ccccc2N(CC(=O)NCCCN2CCN(Cc3ccccc3)CC2)C1=O (configuration not stated)
#23 COCCNC(=O)C(OC(=O)CC1Sc2ccccc2NC1=O)c1ccccc1 (configuration not stated)
#24 Cc1ccc2c(c1)c1cccc3c1n2CCN3CCC(N)=O
#25 Cc1nc2sc(C(c3ccco3)N3CCc4ccccc4C3)c(O)n2n1 (configuration not stated)
#26 CC(C)(C)c1ccc(C(=O)Nc2ccc(CC(=O)O)cc2)o1
#27 O=C(Cn1c(-c2ccccn2)nc2ccccc21)NCCN1CCOCC1
#28 COc1ccc(-n2nnc3c(SCc4ccccc4)ncnc32)cc1
#29 CCC(NS(=O)(=O)c1ccc(OC)cc1)C(=O)O (configuration not stated)

assay / entry,19,20,21,22,23,24,25,26,27,28,29
MRP reversal,-5,4,-4,20,-11,26,-10,2,-6,4,17
MRP reversal cytotoxicity,94,101,99,97,80,95,86,92,90,79,96
MRP reversal with doxorubicin,98,98,103,77,91,69,96,89,95,75,79
PLAP inhibition,-12%,-25%,-41%,-49%,nt,-37%,nt,-5%,-24%,3%,-8%
IL1B NFkB pot,2,7,-1,nt,30,0,5,-4,13,18,-8
IL1B NFkB pot cell count 2 µM,79,166,56,nt,136,160,102,73,88,85,158
Bcl-B displacement,-2%,-2%,-4%,2%,nt,-17%,nt,2%,16%,0%,-1%
NFkB transloc inh,-2,-7,5,nt,-30,0,-5,4,-13,-18,8
NFkB transloc inh cell count 2 µM,79,166,131,nt,136,160,102,73,88,85,158

Remaining list, next part
#31 CCOc1ccc2nc(SCC(=O)N(C)C3CCS(=O)(=O)C3)[nH]c2c1 (configuration not stated)
#32 COC(=O)C1ON2OC(C(=O)OC)C(C(=O)OC)C2C1CC(C)=O (configuration not stated)
#33 C=C(C)C1Cc2c(C)nn(-c3ccccc3)c2C1 (configuration not stated)
#34 CCN(CC(=O)NC1CCCCCC1)S(=O)(=O)c1ccccc1
#35 CCOC(=O)c1cnn(-c2nc3sc4c(c3c(=O)[nH]2)CCCC4)c1N
#36 N#CCCCSc1nnc(-c2ccc(Cl)cc2)n1-c1ccccc1
#37 c1csc(CSc2nnc3sc4ccccc4n23)c1
#38 OC1(c2ccccc2)C/C(=N\n2cnnc2)C=C1c1ccccc1 (configuration not stated)
#39 O=C(Nc1cccc2nsnc12)c1ccc(-c2ccc(Br)cc2)o1
#40 COc1ccc2[nH]c3c(NCCCN4CCCC4=O)ncnc3c2c1

assay / entry,31,32,33,34,35,36,37,38,39,40
MRP reversal,3,-13,8,-17,-24,0,nt,9,nt,3
MRP reversal cytotoxicity,91,80,92,70,30,74,nt,102,nt,94
MRP reversal with doxorubicin,88,93,84,87,53,74,nt,93,nt,90
PLAP inhibition,-34%,3%,-18%,8%,-27%,1%,nt,-22%,7%,3%
IL1B NFkB pot,6,nt,-3,8,nt,-9,-5,6,4,-1
IL1B NFkB pot cell count 2 µM,185,nt,162,40,nt,128,74,155,147,161
Bcl-B displacement,-8%,-4%,12%,-1%,-5%,-3%,nt,-16%,-101%,8%
NFkB transloc inh,-6,nt,3,-8,nt,8,5,-6,-6,1
NFkB transloc inh cell count 2 µM,185,nt,162,40,nt,128,74,155,142,161

#41 COC(=O)c1c(NC(=O)c2ccco2)sc2c1C(C(=O)OC)CC2 (configuration not stated)
#42 COCCNC(=O)NC(=O)COC(=O)c1cc([N+](=O)[O-])ccc1Sc1nc(C)cs1
#43 Cn1c(=O)oc2cc(S(=O)(=O)NCCN3CCCCCC3)ccc21
#44 Cc1nc2ccccc2nc1OCC(=O)Nc1cc(C(F)(F)F)ccc1N1CCOCC1
#45 CCNC(=O)COC(=O)C1CCC(=O)N(c2ccc(OC)cc2)C1c1ccc(OC)cc1 (configuration not stated)
#46 O=c1oc2c3c(nn2c2ccccc12)CCCC3
#47 CC(C)OCC(O)CSc1ccccn1 (configuration not stated)
#48 O=C(CC1(C(=O)O)CCCC1)N1CCOCC1
#49 Cc1ccc(-c2nnn(CCC(=O)NC3CCCC3)n2)cc1
#50 CC(C)CC(C(=O)N1CCc2ccccc2C1)N1C(=O)c2ccccc2C1=O (configuration not stated)

assay / entry,41,42,43,44,45,46,47,48,49,50
MRP reversal,-9,-3,4,16,nt,-1,10,nt,18,-7
MRP reversal cytotoxicity,76,69,91,83,nt,93,103,nt,104,68
MRP reversal with doxorubicin,84,72,87,67,nt,93,93,nt,86,75
PLAP inhibition,11%,13%,9%,-17%,-68%,-26%,8%,1%,-4%,-69%
IL1B NFkB pot,3,6,1,14,-13,6,-11,4,-8,8
IL1B NFkB pot cell count 2 µM,197,156,113,78,125,94,88,196,207,172
Bcl-B displacement,-5%,0%,-2%,-60%,-2%,-7%,-2%,7%,6%,11%
NFkB transloc inh,-3,-6,-1,-14,13,-6,11,-4,8,-8
NFkB transloc inh cell count 2 µM,197,156,113,78,125,94,88,196,207,172

#51 O=C(COc1ccc(Cl)cc1)NCc1nnc(SCC(=O)N2CCCc3ccccc32)o1
#52 Cc1cccc(N2CCN(c3nnnn3-c3ccccc3)CC2C)c1 (configuration not stated)
#53 CC(=O)Nc1n[nH]c(S(=O)(=O)Cc2ccc(Cl)cc2Cl)n1
#54 CCc1nc(C)c(-c2ccccc2)c(=O)[nH]1
#55 O=C(Cc1coc2ccc3ccccc3c12)NCc1ccccc1
#56 COc1cccc(CNC(=O)CCS(=O)(=O)c2cccs2)c1
#57 CCOc1ccccc1N1CCN(c2nc3ccccc3nc2C(C#N)C(=O)OC(C)C)CC1 (configuration not stated)
#58 CC(C)C(=O)c1cc2c(cc1NC(=O)Nc1cccc3ccccc13)OCCO2
#59 O=C(Cn1cnc2sc(-c3ccccc3)cc2c1=O)NCCc1ccccc1
#60 Cc1ccc2[nH]cc(C(=O)CN3CCOCC3)c2c1

assay / entry,51,52,53,54,55,56,57,58,59,60
MRP reversal,5,-2,2,2,-16,19,2,4,-20,-9
MRP reversal cytotoxicity,93,82,103,87,57,111,82,79,26,74
MRP reversal with doxorubicin,88,84,102,86,73,92,80,74,46,83
PLAP inhibition,12%,-34%,-11%,nt,23%,5%,nt,3%,44%,12%
IL1B NFkB pot,-1,-2,-14,4,25,6,nt,14,0,0
IL1B NFkB pot cell count 2 µM,181,132,106,144,163,157,nt,57,188,182
Bcl-B displacement,-3%,-35%,-14%,nt,-6%,-3%,0%,-7%,-236%,-14%
NFkB transloc inh,1,2,14,-4,-25,-6,nt,-14,0,0
NFkB transloc inh cell count 2 µM,181,132,106,144,163,157,nt,57,188,182
